dFosB act: enhances mouse delta FosB homodimer DNA binding; P13346; purified delta FosB, TAMRA-CDK5 oligo fluorescence polarization; percent of positive-control signal above neutral wells; activation, % at 25 µM; 340,000 compounds, 0.99% hits; AID 493131;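 active = mean activation above about 17%, with every replicate also reaching it, limit read from the data, passing the limit was not always enough; inconclusive = only one of the two conditions met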;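 also: fluorescence polarization rise as delta FosB binds a TAMRA Cdk5 AP-1 oligo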
CAL PDZ FP-1: blocks peptide binding to human CAL PDZ domain; purified CAL PDZ, TMR-peptide fluorescence polarization, 1 h; inhibition, % at 20 µM; 330,000 compounds, 0.02% hits; AID 504414;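 active = highest replicate inhibition of at least 40%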;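 also: plate controls were DMSO neutral control wells for no effect and unlabeled competitor peptide control wells for full effect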
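material = purified tagged CAL PDZ domain construct (CerCALP) | buffer or medium = sodium phosphate/NaCl buffer pH 7.4 with TCEP, IgG, Thesit | reagent = TMR-labelled reporter peptide T*-PRC34 bound in PDZ groove | incubation = 1 h room-temperature incubation prior to read | measured by = fluorescence polarization (mP) | evaluation = percent inhibition from loss of millipolarization | control set = unlabelled peptide and DMSO controls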
Wnt act: activates Wnt/beta-catenin signaling in a reporter cell assay | activator, plate reader | activation, % at 9.35 µM | 300,000 compounds, 1.2% hits | AID 743398; in the data active = activation above about 30%, passing the limit was not always enough; inconclusive = no clear call, values can overlap the other calls;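 also: 0% = neutral control wells and 100% = positive control wells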
CAL PDZ FP-2: inhibitors of human CAL PDZ peptide binding; purified CAL PDZ, TMR-peptide fluorescence polarization, 1 h; Q9HD26; 300,000 compounds, 0.92% hits; AID 602252; inhibition, % at 24.9 µM;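 active = mean inhibition of at least 30% with at least half of replicates also reaching 30%; inconclusive = no clear call, values can overlap the other calls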;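 also: 0% = DMSO neutral control and 100% = excess unlabeled competitor peptide PRC23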
CDK5 inh: inhibitors of human CDK5/p35 kinase | 330,000 compounds, 0.01% hits | inhibition, % at 10 µM | Recombinant CDK5/p35, ADP-Glo luminescence, 60 min | AID 488839;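 active = highest replicate inhibition of at least 50% and at least 75% of replicates reaching 50%; inconclusive = only one of the two criteria met; inactive = both criteria failed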;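 also: plate controls were DMSO neutral control for no effect and GW8510 at 10 µM for full effect; many of its hits are not listed in these tables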
Target sequence (Q00535 whole entry, looked up): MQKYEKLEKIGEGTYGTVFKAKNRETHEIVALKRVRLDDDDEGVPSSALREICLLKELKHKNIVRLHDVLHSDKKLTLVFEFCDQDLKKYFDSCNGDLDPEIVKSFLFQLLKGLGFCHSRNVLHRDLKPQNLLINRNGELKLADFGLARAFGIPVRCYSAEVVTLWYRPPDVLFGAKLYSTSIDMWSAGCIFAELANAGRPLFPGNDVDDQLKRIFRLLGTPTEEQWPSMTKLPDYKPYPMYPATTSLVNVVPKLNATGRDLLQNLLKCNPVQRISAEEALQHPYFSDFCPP
Target sequence (Q15078 whole entry, looked up): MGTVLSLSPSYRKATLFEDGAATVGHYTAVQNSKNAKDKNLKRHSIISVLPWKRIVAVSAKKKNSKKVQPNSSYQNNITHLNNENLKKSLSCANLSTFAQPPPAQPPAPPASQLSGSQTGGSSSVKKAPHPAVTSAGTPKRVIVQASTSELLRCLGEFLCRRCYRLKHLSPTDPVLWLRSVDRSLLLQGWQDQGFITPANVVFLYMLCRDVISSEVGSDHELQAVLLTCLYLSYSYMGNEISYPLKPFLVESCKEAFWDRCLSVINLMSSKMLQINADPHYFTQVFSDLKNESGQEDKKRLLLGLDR
Tat export inh: inhibitors of E. coli Tat protein transport; E. coli MC4100 TorA-mCherry Tat export, fluorescence; inhibition, % at 10 µM; 340,000 compounds, 0.036% hits; AID 488895;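 active = mean replicate inhibition at least 50% and at least half of replicates individually reaching 50%; inconclusive = only one of the two criteria met; inactive = neither criterion met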;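 also: exported cargo escapes ClpAP degradation while cytoplasmic cargo is degraded and loses fluorescence; 0% = median of neutral control wells and 100% = median of NaSCN control wells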
RTF Ca sens act: increases calcium sensitivity of human cardiac regulated thin filaments. P19429+P45379. IANBD-labeled TnC RTF fluorescence at EC20 calcium; 0% EC20 calcium, 100% full calcium. activation, % at 7.2 µM. 340,000 compounds, 0.24% hits. AID 493008;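 active = activation above the mean over all tested compounds plus 3 SD, cut at about 30% in these data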;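 also: rise in fluorescence read as greater calcium sensitivity of cardiac thin filaments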
Rtt109 HAT inh: C. albicans Rtt109 histone acetyltransferase inhibition; purified Rtt109/Vps75, ThioGlo CoA-SH fluorescence, 4 h; inhibition, % at 34.9 µM; 330,000 compounds, 0.16% hits;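 active = inhibition of at least 50% in every replicate; inconclusive = best replicate reaches 50% inhibition but some replicates fall short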
Target sequence (Q5AAJ8 whole entry, looked up): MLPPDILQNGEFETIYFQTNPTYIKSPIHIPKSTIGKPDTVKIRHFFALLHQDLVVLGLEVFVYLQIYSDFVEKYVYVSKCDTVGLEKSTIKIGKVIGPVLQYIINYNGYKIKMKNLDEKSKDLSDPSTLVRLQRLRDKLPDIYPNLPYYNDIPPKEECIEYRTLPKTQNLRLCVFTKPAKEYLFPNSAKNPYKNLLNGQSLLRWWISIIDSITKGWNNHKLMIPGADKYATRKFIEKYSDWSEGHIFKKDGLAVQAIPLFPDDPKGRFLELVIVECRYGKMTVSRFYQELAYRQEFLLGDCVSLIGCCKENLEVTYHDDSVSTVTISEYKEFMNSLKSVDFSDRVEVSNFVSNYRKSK
V-ATPase pH: alters yeast V-ATPase proton transport | S. cerevisiae, pHLuorin cytosolic pH fluorescence | response, % at 10 µM | 350,000 compounds, 0.37% hits | AID 504577; in the data active = response mostly above about 7.3%, no sharp cut-off; inactive = mostly below about 5.4%; also: actives read high; inactives centre near 0; some compounds called inactive have numbers as strong as hits
MITF TRPM1 HTS: activators of MITF-driven TRPM1 promoter activity in SK-MEL-5 cells | SK-MEL-5 TRPM1-promoter luciferase, 24 h; % of positive control, neutral wells = 0 | activation, % at 12.5 µM | 300,000 compounds, 0.75% hits;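 active = mean activation of at least 80% with every replicate also reaching 80%; inconclusive = mean reaches 80% but some replicate falls short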;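 also: 0% = neutral control wells and 100% = parthenolide positive control wells; values of inactives mirror those of a sister screen read the other way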
Active calls of the source: *; ? = inconclusive; . = not tested or not shown; & = joins results of further samples.

SMILES	dFosB act	CAL PDZ FP-1	Wnt act	CAL PDZ FP-2	CDK5 inh	Tat export inh	RTF Ca sens act	Rtt109 HAT inh	V-ATPase pH	MITF TRPM1 HTS
CCCC(C)c1nnc(NC(=O)CCS(=O)(=O)c2ccccc2)s1 (stereo unspecified)	4	-0.5	-4	.	-0.4	-1	-4	-11	-2	-9
Cc1cc(C)c(S(=O)(=O)Cc2ccccc2)c(Cl)n1	2	-2.0	-2	-3	-0.3	8	15	6	-1	2
CN(C)c1ccc(-c2nc3ccccc3n2C)cc1	2	-1.8	.	-2	12	6	-10	42	-8	-15
Cc1cc(C)n(-c2nc(C)nc3sc4c(c23)CCC(C)C4)n1 (stereo unspecified)	-7	-1.7	.	-2	-2.5	5	3	3	2	3
O=[N+]([O-])c1ccccc1S(=O)(=O)Nc1ccc(S(=O)(=O)N2CCCC2)cc1	3	1.1	0	-1	-0.1	4	4	2	-3	-9
Clc1ccccc1CN1CCN(/N=C/c2ccncc2)CC1	3	-2.3	-9	-4	0.0	18	-4	2	-1	-4
C=CCn1c(CCCNC(=O)C(C)(C)C)nc2ccccc21	12	-0.8	10	.	-1.7	-1	3	-1	0	2
COc1cccc(NC(=O)CN(C)C(=O)Cc2cccc3ccccc23)c1	5	-1.2	-3	.	-3.5	-3	3	9	0	3
Cc1ccnc(SCc2cc(=O)c(OC(=O)c3cc([N+](=O)[O-])ccc3Cl)co2)n1	-4	0.1	-1	-1	1.6	5	0	-1	-2	0
CCOc1ccc(NC(=S)N2CCN(S(=O)(=O)c3ccccc3)CC2)cc1	0	-1.5	-2	2	-0.8	4	-1	4	2	-9
CC(C)Cn1nc(NS(=O)(=O)c2cccc3nonc23)c2cc3ccccc3nc21	-18	-0.6	0	.	0.9	-6	3	3	2	-6
CCCc1cc(=O)[nH]c(/N=C(\N)Nc2ccccc2)n1	-5	0.3	.	-9	-0.2	-13	0	4	-5	.
COc1ccccc1NS(=O)(=O)c1cc(NC(=O)CC(C)(C)C)ccc1N1CCOCC1	-4	-0.9	-1	0	-0.8	0	.	20	4	0
CC1(C)Oc2ccc3ccc(=O)oc3c2CC1O (stereo unspecified)	3	-1.1	1	.	1.9	-1	0	-8	-6	2
O=C(CN1CCN(S(=O)(=O)c2ccc(Cl)cc2)CC1)c1ccc(O)c(O)c1	-7	-3.1	.	-3	-0.7	6	-8	15	2	-13
Cc1cc(C)nc(NC(=O)Nc2ccc3c(c2)OCO3)c1	-3	-1.4	-6	-4	-2.9	-8	-2	3	1	47
Cc1ccc(C(=O)Nc2ccccc2C(=O)NC(C(=O)O)C(C)C)cc1 (stereo unspecified)	-7	.	5	0	1.2	6&1	9	2&-2	-5	25
CSc1ccccc1NC(=O)c1ccccc1N(C)S(C)(=O)=O	-1	-1.2	.	.	-6.6	-2	-2	3	-1	-13
CSc1ccc(S(=O)(=O)Nc2c(C)n(C)n(-c3ccccc3)c2=O)cc1	5	-0.4	-1	-3	0.2	-1	6	-3	2	.
CCS(=O)(=O)N1CCC(NC(=O)C(Cc2cc(OC)ccc2OC)NC(C)=O)CC1 (stereo unspecified)	5	-0.4	1	.	0.2	-5	-4	-5	-6	-4
Cc1ccc(N2C(=O)C3NN=C(C(=O)OCc4ccccc4)C3C2=O)cc1 (stereo unspecified)	-9	-1.6	-2	.	1.3	20	1	8	-1	-13
CCC(C)(C(=O)NC1CCCCC1)N(C(=O)C1CCC(=O)N1)c1ccccc1 (stereo unspecified)	4	-2.0	-1	2	-1.0	-4	1	-1	-3	.
CC1S/C(=C(\C#N)C(N)=O)N(c2ccc(F)cc2)C1=O (stereo unspecified)	3	-0.5	3	-1	0.9	1	8	-6	2	.
Cc1cc(NC(=O)COC(=O)c2c(Cl)cccc2Cl)no1	2	-2.2	-1	.	-0.3	1	-1	6	-2	34
CCOC(=O)CCCNC(=O)COC(=O)[C@@H]1CCCN1S(=O)(=O)c1ccc(Cl)cc1	9	0.9	0	-1	1.5	-10	4	0	-1	10

Next section:
SMILES	dFosB act	CAL PDZ FP-1	Wnt act	CAL PDZ FP-2	CDK5 inh	Tat export inh	RTF Ca sens act	Rtt109 HAT inh	V-ATPase pH	MITF TRPM1 HTS
COc1ccc2nc(NC3=NC(c4ccccc4)CC(=O)N3)nc(C)c2c1 (stereo unspecified)	-9	-4.5	-2	-2	3.1	-2	1	-6	6	-10
CCOC(=O)Cc1csc(NS(=O)(=O)c2ccc(SC)cc2)n1	-10	0.3	-9	-1	0.0	-6	-2	5	5	11
O=C(NCc1ccccn1)c1c(O)c2cccc3c2n(c1=O)CC3	-41	-1.2	.	0	0.3	-4	13	-3	2	19
COc1ccccc1C1=NOC(C(=O)N2CCN(C(=O)c3ccco3)CC2)C1 (stereo unspecified)	3	-0.9	2	-10	1.0	-7	-3	-2	-2	-3
O=P(Cc1cc[n+]([O-])cc1)(c1ccccc1)c1ccccc1	1	-0.7	.	-3	-2.4	4	0	-4	3	7
COC(=O)c1ccc(COc2ccccc2/C=C(\C#N)C(=O)Nc2ccc(C)cc2)cc1	-3	-0.2	.	-3	-0.6	4	2	1	-6	23
COCCn1c(SCC(=O)N2CC(=O)Nc3ccccc32)nnc1-c1ccoc1C	1	-0.3	-5	-4	0.4	-7	-4	4	-4	-10
Cc1ccc(C(=O)N/C(=C/c2ccco2)C(=O)N2CCCCCC2)cc1	-7	-2.3	1	2	-0.2	0	4	14	5	-3
Cc1nc2ccccc2c(=O)n1NC(=O)c1cc(Br)ccc1Cl	-1	1.2	1	6	0.2	3	-5	-6	3	5
COc1ccccc1-c1nc2s/c(=C\c3cccs3)c(=O)n2n1	-10	-0.8	7	.	-3.2	-10	6	-2	0	.
CC(=O)c1cccc(NC(=O)COC(=O)Cn2cnc3ccccc32)c1	-3	-0.8	-2	5	0.1	-4	-3	-8	-2	6
OCCOc1ccc(CN2CCN(CCCc3ccccc3)C(CCO)C2)cc1 (stereo unspecified)	-9	-0.4	-1	.	0.6	-6	3	1	5	-6
CCOc1ccccc1C1NC(=O)NC(C)=C1C(=O)OCc1ccco1 (stereo unspecified)	-6	-3.1	.	-1	2.6	-3	-3	-4	1	-10
O=C(NCc1ccccn1)c1ccc(OC2CCN(Cc3ccccc3O)CC2)cc1	-3	-2.3	-2	1	-0.8	-2	-3	32	-5	1
COCCCNC(=O)c1cn(CCOC)c(=O)c2c1c1ccccc1n2C	4	-2.3	18	-1	-0.6	0	6	7	-1	-12
CN1CCN(C2CC(=O)N(c3ccc4c(c3)OCCO4)C2=O)CC1 (stereo unspecified)	-4	-3.0	-4	-5	-1.6	5	9	?	-1	-8
Cc1ccc(COc2ccsc2-c2n[nH]c(=S)n2C)cc1	4	-0.3	.	-2	2.3	-1	-1	-2	0	.
C=CC[C@@H](CC(=O)N(CCO)Cc1ccccc1)C(=O)N[C@@H](C)COC(=O)[C@@H](CC=C)Cc1ccc(F)cc1	-22	-1.4	7	2	0.2	7	-3	6	2	-12
COc1ccccc1Cn1c(=S)[nH]c2cc(C(=O)N3CCN(c4ccccc4OC)CC3)ccc2c1=O	6	-0.5	-1	1	-1.3	2	-5	-13	-2	-4
CSc1nc(-c2ccccc2)c(-c2ccccc2)[nH]1	-5	.	-10	-6	1.4	0	4	3	0	.
CCCCn1c(SCC(=O)/C(C#N)=C(\C)N)nc2ccccc2c1=O	-23	-1.5	.	-1	1.9	2	-2	-6	2	-4
CCC(C)(C)NC(=O)C(c1ccc(OC)cc1)N(C(=O)CCC(=O)Nc1cc(C)on1)c1ccc(OC)cc1OC (stereo unspecified)	4	-1.3	-3	-6	-0.2	-8	-8	6	-1	-1
Cc1ccc2nc(-c3ccccc3)cc(C(=O)NNC(=O)c3csc(N4CCOCC4)n3)c2c1	-5	-4.0	-4	-3	1.1	-14	-17	.	-3	6
CN(C(=O)CSc1nnc(-c2ccncc2)n1C)C1CCS(=O)(=O)C1 (stereo unspecified)	-4	0.5	.	0	-2.1	-4	0	-10	-1	9
CCCn1c(N)c(C(=O)COC(=O)CNC(=O)c2ccccc2OCC)c(=O)[nH]c1=O	-1	0.6	1	1	2.1	-4	-3	3	1	-2

(further entries)
SMILES	dFosB act	CAL PDZ FP-1	Wnt act	CAL PDZ FP-2	CDK5 inh	Tat export inh	RTF Ca sens act	Rtt109 HAT inh	V-ATPase pH	MITF TRPM1 HTS
CCc1ccc(CN(C(=O)c2cc3ccccc3oc2=O)C2CCS(=O)(=O)C2)cc1 (stereo unspecified)	-1	1.5	.	-1	1.3	-4	4	2	-1	.
Cc1cc(N/N=C/c2ccc(N(C)C)cc2)nc(NCc2ccccc2)n1	8	0.0	0	0	-0.4	13	.	-4	3	.
Cc1ccc(Nc2c(-c3ccccc3O)nc3ncccn23)cc1	2	-2.0	-2	-3	0.5	2	-4	.	3	-4
Cc1ccc(-c2n[nH]c(=O)c3ccccc23)cc1S(=O)(=O)NCCO	-5	-3.3	-5	-4	-1.3	-7	4	0	7	.
COc1ccc(/C=C/C(=O)OCC(=O)NC2CCCC2)cc1	1	-0.4	-3	7	0.0	-2	2	-6	-5	9
CCOc1ccc(NC(=O)Nc2c(C)n(C)n(-c3ccccc3)c2=O)cc1	-2	-1.9	-1	-3	0.8	-7	0	-6	-4	1
Cc1cc(N/C=C\C(=O)c2ccc(Cl)c(Cl)c2)no1	5	-0.5	.	-5	0.0	1	1	7	-2	77
COc1cc2cc(CN(CCc3cccc(C)c3)C(=S)NCCCN(C)C)c(=O)[nH]c2cc1OC	1	-2.4	.	-1	-0.2	-1	-3	19	4	16
CNC(=O)/C(C#N)=C/c1c(N2CCCCCC2)nc2ccccn2c1=O	1	-2.2	-3	-2	2.1	2	6	-1	1	18
COc1cccc(CN2CC(C(=O)NC3(c4ccccc4)CC3)CCC2=O)c1 (stereo unspecified)	-2	-0.2	4	-2	0.3	1	-3	-1	-2	8
Brc1ccc(-c2nc3ccccc3s2)s1	-2	-0.4	.	4	0.6	-7	-4	-18	-3	36
Cc1c(C(=O)N2CCc3ccccc32)oc2ccccc12	-5	-0.9	?	-2	1.7	20	2	-13	3	25
Cc1nn2c(-c3ccc(F)cc3)ccnc2c1Cl	-6	0.7	4	61*	1.4	-10	1	-11	2	-2
COc1cc2c(cc1OC)CN(CC(=O)NC(=O)NC1CCCCC1)CC2	-6	-0.9	-2	-5	1.6	-1	-2	-3	0	-6
Fc1ccccc1/C=N/Nc1nc2ccccc2o1	-6	-0.8	22	-3	-1.0	-4	-5	.	-1	37
CCC(C)c1ccccc1NC(=S)Nc1cccnc1 (stereo unspecified)	1	-0.5	-1	-2	0.2	-4	-2	-4	-1	-3
C[N+](C)(C)CCOC(N)=O	7	-0.7	3	-1	-1.8	-3	1	-1	2	2

Source: PubChem BioAssay (several laboratories)
